Screening results (PubChem BioAssay)
USP8 inh: inhibitors of human USP8 deubiquitinase. P40818. purified USP8, Ub-rhodamine cleavage fluorescence, 30 min. AID 1645853. inhibition, % at 20 µM. 47,000 compounds, 4.2% hits
USP28 block: blocks human USP28 ubiquitin-rhodamine cleavage | purified USP28, Ub-rhodamine cleavage fluorescence, 30 min | inhibition, % at 25 µM | 47,000 compounds, 3% hits | AID 1645857 | Q96RU2
USP17 inh: blocks human USP17 ubiquitin-rhodamine cleavage | purified USP17, Ub-rhodamine cleavage fluorescence, 3 h | inhibition, % at 50 µM | 47,000 compounds, 6.5% hits | AID 1645855
OTUD3 inh: inhibitors of human OTUD3 deubiquitinase; Q5T2D3; purified OTUD3, Ub-rhodamine fluorescence, 2 h; inhibition, % at 25 µM; 47,000 compounds, 0.7% hits
Target sequence (Q5T2D3 whole entry, looked up): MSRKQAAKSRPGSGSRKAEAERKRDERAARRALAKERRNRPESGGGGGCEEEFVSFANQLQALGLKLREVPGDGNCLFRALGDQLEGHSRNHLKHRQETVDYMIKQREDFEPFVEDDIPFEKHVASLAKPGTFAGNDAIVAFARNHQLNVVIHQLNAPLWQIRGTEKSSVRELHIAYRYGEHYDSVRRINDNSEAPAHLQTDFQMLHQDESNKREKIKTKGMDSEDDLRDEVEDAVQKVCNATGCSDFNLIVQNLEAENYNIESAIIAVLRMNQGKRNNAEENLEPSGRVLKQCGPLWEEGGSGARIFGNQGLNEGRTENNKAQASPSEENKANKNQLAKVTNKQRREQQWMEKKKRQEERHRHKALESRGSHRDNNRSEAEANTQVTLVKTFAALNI
USP30 inh: human USP30 deubiquitinase inhibition; Q70CQ3; purified USP30, Ub-rhodamine cleavage fluorescence; inhibition, % at 25 µM; 47,000 compounds, 5.3% hits; AID 1645860
Target sequence (Q70CQ3 whole entry, looked up): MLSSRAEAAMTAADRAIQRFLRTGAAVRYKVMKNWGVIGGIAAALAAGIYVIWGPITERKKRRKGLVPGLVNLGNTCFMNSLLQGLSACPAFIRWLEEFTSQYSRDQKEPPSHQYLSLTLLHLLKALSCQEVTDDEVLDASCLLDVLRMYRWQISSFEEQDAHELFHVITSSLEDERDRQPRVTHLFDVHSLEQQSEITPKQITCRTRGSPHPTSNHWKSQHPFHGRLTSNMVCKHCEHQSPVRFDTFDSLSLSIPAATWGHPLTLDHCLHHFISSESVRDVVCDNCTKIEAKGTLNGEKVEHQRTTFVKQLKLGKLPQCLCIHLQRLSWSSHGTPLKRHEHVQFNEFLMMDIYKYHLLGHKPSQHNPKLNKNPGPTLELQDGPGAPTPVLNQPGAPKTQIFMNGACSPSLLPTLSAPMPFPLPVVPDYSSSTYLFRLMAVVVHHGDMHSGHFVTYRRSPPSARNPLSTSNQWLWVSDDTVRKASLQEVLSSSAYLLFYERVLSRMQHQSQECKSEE
UCHL1 block: blocks human UCHL1 ubiquitin-rhodamine cleavage. inhibition, % at 20 µM. 47,000 compounds, 0.2% hits. AID 1645859. P09936. purified UCHL1, Ub-rhodamine cleavage fluorescence
USP10 block: inhibitors of human USP10 deubiquitinase | inhibition, % at 20 µM | purified USP10, Ub-rhodamine fluorescence, 60 min | 47,000 compounds, 1.1% hits | AID 1645856 | Q14694
USP7 block: inhibitors of human USP7 deubiquitinase; Q93009; purified USP7, Ub-rhodamine cleavage fluorescence; inhibition, % at 20 µM; 47,000 compounds, 0.3% hits
Numbers without * were called inactive; i = inactive; · = no result given. Cut-off read from the data, not from the text of the source: active = inhibition above about 30%; inactive = the rest.

cpd | canonical_smiles | USP8 inh | USP28 block | USP17 inh | OTUD3 inh | USP30 inh | UCHL1 block | USP10 block | USP7 block
1 | COc1ccccc1CNC(=O)C1Oc2ccccc2NC1=O (stereo not drawn) | 3 | · | -11 | -4 | · | 1 | 0 | 0
2 | O=C(O)CNC1CC2(Cc3ccccc3CN(Cc3ccccc3)C2)C1 (stereo not drawn) | -154 | -15 | -20 | -9 | -14 | -1 | -2 | -10
3 | C=C1C=C(NCC2CCCO2)n2nc3nc(C)cc(C)c3c2N1 (stereo not drawn) | -37 | -51 | -48 | -39 | -185 | 0 | 2 | 0
4 | O=C(c1ccc([N+](=O)[O-])cc1)N1CCc2[nH]c3ccccc3c2C1 | -9 | 3 | 26 | 2 | -10 | 3 | -3 | -17
5 | Cc1ccccc1S(=O)(=O)NC1(c2nc(-c3cnccn3)no2)CCCCC1 | -2 | 12 | -2 | 5 | 1 | 4 | -1 | 5
6 | O=C(Oc1cccc(NC(=O)c2cccs2)c1)c1cccc(S(=O)(=O)N2CCOCC2)c1 | -5 | 2 | 0 | -4 | 7 | 3 | 4 | -2
7 | O=C([C@@H]1CCCN1S(=O)(=O)c1ccc(Cl)cc1)N1CCN(c2ccccc2)CC1 | -262 | 0 | 5 | -6 | -14 | 3 | -2 | 4
8 | Cc1cc(=O)[nH]c(NC2CCN(CC(=O)Nc3ccc4c(c3)OCCO4)CC2)n1 | 0 | 2 | -1 | 0 | -18 | -1 | -2 | 1
9 | Cc1nnc(-c2csc(S(=O)(=O)NC3CCCC3)c2)o1 | 3 | -5 | -3 | -7 | -19 | 1 | 4 | 1
10 | CCN1CCSc2ccc(C(=O)Nc3ccccc3C(=O)c3ccccc3)cc21 | 7 | 3 | 13 | 7 | 5 | 4 | 16 | 2
11 | COc1cc(CN2CCC3(CC2)Nc2ccccc2C2=NCCN23)ccc1O | 10 | -5 | 1 | 0 | -5 | -1 | -1 | 4
12 | COc1cccc(C(=O)Nc2oc3ccccc3c(=O)c2-c2ccccc2)c1 | 17 | 8 | 16 | 12 | 6 | 5 | 2 | 4
13 | Cc1cc(C)nc(N2CCC(C(=O)NCc3cccc(Cl)c3)CC2)n1 | 16 | 7 | -44 | 5 | 6 | 3 | 11 | 10
14 | N#Cc1sc(C(N)=O)c2c1CCCC2 | 0 | 0 | -18 | -5 | -5 | -2 | 0 | -2
15 | COC(=O)c1ccc(CSc2nc3ccncc3n2CC(=O)N2CCCC2)cc1 | -126 | -10 | -26 | -3 | -18 | -1 | -2 | -2
16 | Cc1cc(C(=O)Nc2cc(C(F)(F)F)ccc2N2CCOCC2)c2ccccc2n1 | -63 | -65 | 8 | -27 | -143 | -5 | -6 | -10
17 | Cc1cc(N2CCN(c3ncccn3)CC2)nc2ccc(NC(=O)/C=C/c3ccc(OCCC(C)C)cc3)cc12 | 3 | 5 | 1 | 5 | -6 | -3 | -1 | 3
18 | O=C(Nc1ccc2c(c1)CCC2)c1cc(N2CCN(c3ccc(F)cc3)CC2)nc2ccccc12 | 8 | 2 | -6 | 14 | -45 | -1 | -1 | 4
19 | CCOc1ccc(S(=O)(=O)N2CCN=C2N2CCN(C)CC2)cc1 | 0 | 1 | 5 | 0 | -3 | 1 | 0 | -1
20 | CCN(CCCNC(=O)c1cc(Nc2ccc(OC)c(OC)c2)nc2ccccc12)c1cccc(C)c1 | 11 | -1 | -3 | 6 | -38 | 4 | -1 | 6
21 | CC(=O)N1CCOc2cc(S(=O)(=O)N3CCCC3c3cc(C)no3)ccc21 (stereo not drawn) | 2 | 52* | 7 | 19 | 20 | 3 | 0 | 2
22 | CC(=O)c1cccc(NC(=O)c2sc3nc(-c4cccc([N+](=O)[O-])c4)cn3c2C)c1 | 58* | 14 | 21 | 18 | 19 | 7 | 14 | 1
23 | Cc1ccc(-n2nc(C)c3c2NC(=O)[C@@H](NC(=O)c2ccccc2)[C@@H]3c2cccc(F)c2)cc1 | 0 | 21 | 3 | 8 | -7 | 4 | 5 | 1
24 | CC1CCc2c(cnc3c(C(=O)NCCc4ccccc4)cnn23)C1 (stereo not drawn) | -25 | -37 | -2 | -20 | -82 | -6 | -6 | -9
25 | CC(=O)N1CCC(n2c(C)nc(C(=O)NCc3ccc(Cl)cc3)c2C)CC1 | -30 | -28 | -27 | -1 | -107 | -5 | -2 | -10
26 | CN(C(=O)NC1CCCC1)c1nc2c(s1)CN(Cc1ccccc1)C2=O | -19 | -11 | -3 | -22 | -29 | -5 | -7 | -5
27 | COc1cc(CNc2ccc(C(=O)O)cc2)ccc1OCc1ccccc1Cl | -25 | 8 | 10 | 7 | 3 | -2 | 7 | -12
28 | CC(C)Cn1c(CN2CCOCC2)nc2ccccc21 | -20 | -15 | -15 | -4 | -38 | -3 | -1 | -2
29 | CC(C)CCn1c(=O)c2ccccc2n2c(CCC(=O)NCc3cccnc3)nnc12 | 18 | 3 | 10 | 11 | 19 | 3 | -1 | -5
30 | Cc1c(-c2ccccc2)oc2c(C(=O)OCC(=O)Nc3ccccc3F)cccc2c1=O | 3 | 1 | 67* | 13 | 4 | 0 | 8 | 7

Part of the list above in order of molar mass, falling.
cpd | canonical_smiles | USP8 inh | USP28 block | USP17 inh | OTUD3 inh | USP30 inh | UCHL1 block | USP10 block | USP7 block
6 | O=C(Oc1cccc(NC(=O)c2cccs2)c1)c1cccc(S(=O)(=O)N2CCOCC2)c1 | -5 | 2 | 0 | -4 | 7 | 3 | 4 | -2
18 | O=C(Nc1ccc2c(c1)CCC2)c1cc(N2CCN(c3ccc(F)cc3)CC2)nc2ccccc12 | 8 | 2 | -6 | 14 | -45 | -1 | -1 | 4
23 | Cc1ccc(-n2nc(C)c3c2NC(=O)[C@@H](NC(=O)c2ccccc2)[C@@H]3c2cccc(F)c2)cc1 | 0 | 21 | 3 | 8 | -7 | 4 | 5 | 1
29 | CC(C)CCn1c(=O)c2ccccc2n2c(CCC(=O)NCc3cccnc3)nnc12 | 18 | 3 | 10 | 11 | 19 | 3 | -1 | -5
16 | Cc1cc(C(=O)Nc2cc(C(F)(F)F)ccc2N2CCOCC2)c2ccccc2n1 | -63 | -65 | 8 | -27 | -143 | -5 | -6 | -10
8 | Cc1cc(=O)[nH]c(NC2CCN(CC(=O)Nc3ccc4c(c3)OCCO4)CC2)n1 | 0 | 2 | -1 | 0 | -18 | -1 | -2 | 1
27 | COc1cc(CNc2ccc(C(=O)O)cc2)ccc1OCc1ccccc1Cl | -25 | 8 | 10 | 7 | 3 | -2 | 7 | -12
26 | CN(C(=O)NC1CCCC1)c1nc2c(s1)CN(Cc1ccccc1)C2=O | -19 | -11 | -3 | -22 | -29 | -5 | -7 | -5
13 | Cc1cc(C)nc(N2CCC(C(=O)NCc3cccc(Cl)c3)CC2)n1 | 16 | 7 | -44 | 5 | 6 | 3 | 11 | 10
2 | O=C(O)CNC1CC2(Cc3ccccc3CN(Cc3ccccc3)C2)C1 (stereo not drawn) | -154 | -15 | -20 | -9 | -14 | -1 | -2 | -10
24 | CC1CCc2c(cnc3c(C(=O)NCCc4ccccc4)cnn23)C1 (stereo not drawn) | -25 | -37 | -2 | -20 | -82 | -6 | -6 | -9
4 | O=C(c1ccc([N+](=O)[O-])cc1)N1CCc2[nH]c3ccccc3c2C1 | -9 | 3 | 26 | 2 | -10 | 3 | -3 | -17
1 | COc1ccccc1CNC(=O)C1Oc2ccccc2NC1=O (stereo not drawn) | 3 | · | -11 | -4 | · | 1 | 0 | 0
3 | C=C1C=C(NCC2CCCO2)n2nc3nc(C)cc(C)c3c2N1 (stereo not drawn) | -37 | -51 | -48 | -39 | -185 | 0 | 2 | 0

Following part:
cpd | canonical_smiles | USP8 inh | USP28 block | USP17 inh | OTUD3 inh | USP30 inh | UCHL1 block | USP10 block | USP7 block
31 | O=C(NCC1CCCO1)c1cc(CN2CCOCC2)on1 (stereo not drawn) | 16 | 5 | 12 | 6 | 15 | -1 | 0 | 2
32 | CNC(=O)c1ccc2c(c1)CCN2C(=O)C1CCCC1 | 14 | 3 | 6 | 8 | -10 | 0 | -5 | -1
33 | Cc1ccc(C(=O)Nc2nccnc2C(=O)NCc2ccccc2F)cc1 | -8 | -2 | 23 | -7 | -9 | 6 | 4 | 4
34 | CCC(C)n1nnc2cc(S(=O)(=O)N3CCC(C(=O)O)CC3)ccc21 (stereo not drawn) | -1 | -10 | -1 | -2 | -13 | -2 | 0 | 0
35 | COc1ccccc1NC(=O)C(C)C1CCN(C(=O)Nc2ccccc2)CC1 (stereo not drawn) | -7 | -5 | -12 | -11 | -12 | -3 | -1 | -3
36 | COc1ccccc1C1CNCCN1C(=O)C1CCC(F)(F)CC1 (stereo not drawn) | 1 | -42 | 0 | 7 | 17 | 2 | -1 | -1
37 | Cc1cc(CSc2ncccc2C(=O)Nc2ccnn2Cc2ccc(C)o2)no1 | -5 | 14 | 2 | 14 | 0 | 1 | -4 | 0
38 | COc1ccc(NC(=O)CSc2ncnc3c2sc2nc(C)c4c(c23)CC(C)(C)OC4)cc1 | 4 | -11 | 0 | 0 | -30 | -1 | -13 | -2
39 | CN(C1CCCCC1)S(=O)(=O)N1CCCC(C(=O)NCc2ccc(F)cc2)C1 (stereo not drawn) | 21 | 1 | 6 | 9 | 15 | 2 | 0 | -27
40 | O=C(NCc1cccc(F)c1)c1cccnc1N1CCNC(c2ccccc2)C1 (stereo not drawn) | -33 | 8 | -2 | 8 | 10 | 0 | 0 | 2
41 | Cc1ccc(NC(=O)N2CC(c3nc(-c4cccnc4)no3)C2)cc1C | -50 | -3 | -10 | -2 | 2 | 0 | 0 | 0
42 | COc1ccccc1S(=O)(=O)N1C[C@H]2NC(=O)c3ccccc3C(=O)[C@@]2(C)C1 | 4 | 1 | 1 | 5 | 1 | 3 | 1 | 4
43 | COc1ccc(CC(=O)Nc2cc(N3CCCS3(=O)=O)ccc2C)cc1 | 13 | 12 | 20 | 0 | 25 | 3 | 0 | -2
44 | CCc1noc(-c2c(C)cc(C)n2CC(=O)NCc2cccc(F)c2)n1 | 3 | 6 | 5 | 6 | 20 | 3 | 2 | -7
45 | Cc1cccc(CCNc2ncnc3onc(C)c23)c1 | 22 | 15 | 15 | 6 | 27 | 1 | 2 | -5
46 | CC(=O)NC(Cc1ccc(F)cc1)C(=O)NC1CCN(c2nnnn2-c2ccccc2)CC1 (stereo not drawn) | -6 | -8 | -5 | -7 | 1 | -8 | -2 | -13
47 | Cc1nc2c(c(-c3ccco3)c1C#N)N1CCC2CC1 | -183 | -206 | -146 | -205 | i | -110 | -9 | -153
48 | Cc1noc(C)c1C1CCCN1C(=O)c1cc(C2CCCCC2)no1 (stereo not drawn) | -19 | -9 | -5 | -11 | -1 | 0 | 0 | 0
49 | CN1C(=O)c2ccccc2C(C(=O)N2CCN(c3ccc([N+](=O)[O-])cc3)CC2)C1c1cccs1 (stereo not drawn) | 25 | -9 | · | -15 | -35 | 3 | 21 | 10
50 | CCc1noc(-c2ccc(-n3cnc(C(=O)N4CCCCCC4)c3)nc2)n1 | 5 | 7 | 13 | 10 | 23 | 7 | 3 | 3
51 | Cc1csc2c(C3CCN(C(=O)C4CC4)CC3)nc(C)n12 | 14 | 11 | 15 | 9 | 16 | 1 | 0 | -1
52 | Cc1cccc2nc(-c3cccnc3)c(NC3CCCC3)n12 | 0 | 43* | 2 | 8 | 16 | 1 | 0 | -8
53 | NCCC(=O)N1CCCn2c(nc3ccccc32)C1Cc1ccccc1 (stereo not drawn) | -69 | 2 | -6 | 5 | 11 | 0 | -7 | 1
54 | NC(=O)c1ccc(NS(=O)(=O)c2ccc(-n3cccn3)cc2)cc1 | 7 | -8 | 4 | 1 | 0 | 2 | 0 | 7
55 | CCOC(=O)N1CCN(C(=O)c2cn3ccnc(-c4ccccc4)c3n2)CC1 | 11 | 7 | 9 | 5 | 7 | 1 | -2 | 2
56 | CCC(=O)N1CCN(c2nc3c(s2)CC(C(=O)NCc2cccnc2)CC3)CC1 (stereo not drawn) | -4 | -8 | 0 | 0 | -2 | -2 | 0 | 0
